KDM5B inhibitor = inhibitors of human KDM5B histone demethylase; Potency, µM (doses to about 57.7 µM), inactives show at the top dose activity change, negative = inhibition, hits mostly inhibitors; 220,000 compounds, 2.6% hits; AID 1347165; KDM5B demethylase, FDH-coupled NADH fluorescence (FDH is formaldehyde dehydrogenase); active = well fitted inhibition curve with a large enough effect; inconclusive = small, poorly fitted or top-dose-only effect; inactive = no such curve, though single readings can be large or run the other way; also: 0% is about no effect; nearly all actives have a fitted effect of over 70% in size
Target sequence (Q9UGL1 whole entry, looked up): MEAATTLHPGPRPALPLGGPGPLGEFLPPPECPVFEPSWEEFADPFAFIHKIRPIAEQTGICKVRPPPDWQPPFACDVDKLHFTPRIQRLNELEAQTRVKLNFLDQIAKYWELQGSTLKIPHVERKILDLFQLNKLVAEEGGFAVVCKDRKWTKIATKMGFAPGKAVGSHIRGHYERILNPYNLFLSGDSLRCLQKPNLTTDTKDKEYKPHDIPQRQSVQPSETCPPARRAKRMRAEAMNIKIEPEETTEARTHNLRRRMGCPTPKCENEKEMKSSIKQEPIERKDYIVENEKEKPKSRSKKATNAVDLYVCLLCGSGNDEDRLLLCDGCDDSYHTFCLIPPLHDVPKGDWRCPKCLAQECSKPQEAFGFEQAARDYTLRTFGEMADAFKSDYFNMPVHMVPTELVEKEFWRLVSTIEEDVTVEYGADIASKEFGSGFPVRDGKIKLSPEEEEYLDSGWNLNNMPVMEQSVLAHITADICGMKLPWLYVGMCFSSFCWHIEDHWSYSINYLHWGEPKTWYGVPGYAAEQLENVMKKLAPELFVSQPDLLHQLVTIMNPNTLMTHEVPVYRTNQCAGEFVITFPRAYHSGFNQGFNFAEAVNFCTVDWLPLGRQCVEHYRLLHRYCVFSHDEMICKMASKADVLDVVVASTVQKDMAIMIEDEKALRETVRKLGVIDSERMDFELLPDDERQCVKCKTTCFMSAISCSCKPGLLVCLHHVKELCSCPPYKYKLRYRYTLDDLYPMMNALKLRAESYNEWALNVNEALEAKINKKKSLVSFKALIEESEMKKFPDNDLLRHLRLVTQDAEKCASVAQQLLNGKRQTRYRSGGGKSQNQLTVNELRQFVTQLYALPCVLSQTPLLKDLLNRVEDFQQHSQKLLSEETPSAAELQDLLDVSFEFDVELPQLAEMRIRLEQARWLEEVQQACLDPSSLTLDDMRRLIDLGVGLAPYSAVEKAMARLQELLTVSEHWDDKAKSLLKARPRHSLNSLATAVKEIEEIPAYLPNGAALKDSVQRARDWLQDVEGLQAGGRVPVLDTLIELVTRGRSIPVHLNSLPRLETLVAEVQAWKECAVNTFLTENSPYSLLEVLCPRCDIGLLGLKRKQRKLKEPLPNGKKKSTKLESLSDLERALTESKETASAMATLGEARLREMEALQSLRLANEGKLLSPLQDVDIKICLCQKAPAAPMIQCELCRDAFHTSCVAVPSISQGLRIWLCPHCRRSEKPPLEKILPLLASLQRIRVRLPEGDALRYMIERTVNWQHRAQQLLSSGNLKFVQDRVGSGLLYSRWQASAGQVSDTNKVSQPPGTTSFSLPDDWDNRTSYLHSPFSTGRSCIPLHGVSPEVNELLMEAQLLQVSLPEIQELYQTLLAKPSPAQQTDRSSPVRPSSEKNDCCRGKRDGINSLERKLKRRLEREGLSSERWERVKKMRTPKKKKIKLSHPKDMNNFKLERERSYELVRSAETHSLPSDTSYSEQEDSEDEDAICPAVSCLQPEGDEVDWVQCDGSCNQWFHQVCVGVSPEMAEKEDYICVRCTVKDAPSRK
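Measured: NADH fluorescence change, 30 min, RT. System: KDM5BΔAP 200 nM final, H3K4me3 peptide, α-KG, Fe(II), ascorbate, NAD⁺ plus FDH, pH 7.5 HEPES. Compounds: titrated, 10 min pre-incubation with enzyme.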
* marks the source's active call; other numbers are inactive results; [ ] = another dose, or the depositor's remark. Potency is read from the fitted curve at half-maximal effect. These rows are one share of the data (hit frequency here may not be typical).

For COc1cc(CCC(=O)N(C)C2CCc3nn(CC4CC4)c(=O)n3CC2)on1 (stereo not drawn) the results were KDM5B inhibitor -26.4%.
`CN(C)CCCn1ccnc1C1CCN(C(=O)C2CCCN(C)C2)CC1` (stereo not drawn) gave KDM5B inhibitor -28.1%.
`CC(=O)N1CCC(C(=O)N(C)C2CCc3nn(C)c(=O)n3CC2)CC1` (stereo not drawn) gave KDM5B inhibitor 23.4%.
For COCCn1cnc2c1c(=O)n(CC(=O)Nc1ccc(C(N)=O)cc1)c(=O)n2Cc1ccccc1 the results were KDM5B inhibitor 19.1%.
CC(C)=CCC1(CO)CCCN(Cc2ccccc2OCCO)C1 (stereo not drawn) was read as KDM5B inhibitor -20.7%.
`CCOCCCNC(=O)Nc1ccc2nc(N3CCOCC3)cc(C)c2c1` gave KDM5B inhibitor inactive.
Screening COCCN(C(=O)CNC(=O)c1ccco1)C(C(=O)NC1CCCC1)c1ccc(F)cc1 (stereo not drawn) returned KDM5B inhibitor -8.3%.
Cc1cc(=O)n(CC(=O)Nc2ccc([N+](=O)[O-])cc2)c(-n2nc(C)cc2C)n1 was read as KDM5B inhibitor -22.9%.
Screening COc1ccc(CN2CCC3(C2)NC(=O)c2ccccc2CO3)cc1 (stereo not drawn) returned KDM5B inhibitor -16.2%.
`O=C(N[C@H]1CC1c1ccccc1)c1ccc([N+](=O)[O-])cc1` (stereo partly drawn) gave KDM5B inhibitor 7.4%.
For CCOC(=O)c1c(C)sc(-c2c(-c3cc(C)ccc3C)[nH]c3c2c(=O)[nH]c(=O)n3C)c1O the results were KDM5B inhibitor -11.6%.
Screening O=C(Nc1ccc(Oc2ccccc2)cc1)c1cc2n(n1)CC(c1ccc(Cl)cc1)OC2 (stereo not drawn) returned KDM5B inhibitor inconclusive.
`Cc1nnc([C@@H]2CC(F)(F)CN2C(=O)c2cccc3[nH]ccc23)o1` gave KDM5B inhibitor 28.2µM*.
O=C(CCc1ncc(-c2ccccc2F)o1)NCCCN1CCOCC1 was read as KDM5B inhibitor -17.9%.
Cc1ccc(C(=O)CSc2nc3cc(C(=O)NC4CCCC4)ccc3c(=O)n2CC2CCCO2)cc1 (stereo not drawn) was read as KDM5B inhibitor -4.6%.
`COc1ccc(CC(=O)NCc2nnc3ccccn23)cc1` gave KDM5B inhibitor 9.6%.
Screening NC(=O)CNS(=O)(=O)c1ccc(C(=O)O)cc1 returned KDM5B inhibitor 15.1%.
CCOc1ccc2nc(Nc3nc(C)c(Cc4ccc(C)cc4)c(=O)[nH]3)nc(C)c2c1 was read as KDM5B inhibitor 18.9%.
For O=C1NC(=NC2CCCCC2)C2(CCN(CC3CCCCC3)C2)N1c1cc(F)cc(F)c1 (stereo not drawn) the results were KDM5B inhibitor 6.8%[115 µM].
Screening COc1ccc(N2CCN(C(CNC(=O)CC(C)C)c3ccc4c(c3)OCO4)CC2)cc1 (stereo not drawn) returned KDM5B inhibitor -29.6%.
Screening O=C(Nc1cccc([N+](=O)[O-])c1)Nn1cnnc1 returned KDM5B inhibitor 9.0%.
For CCOCC1(C)COc2ccc(C(=O)N(C)c3ccccc3)cc2N1 (stereo not drawn) the results were KDM5B inhibitor 9.8%[86.2 µM].
`CCn1c(SCC(=O)N2CC(C)OC(C)C2)nc2c([nH]c3ccccc32)c1=O` (stereo not drawn) gave KDM5B inhibitor 22.8%.
`CC1CN(C(=O)c2cccc(Oc3ccccc3)c2)CC(C)O1` (stereo not drawn) gave KDM5B inhibitor 1.9%.
Screening NC(=O)CCNC(=O)C1=C[C@@H](NC(=O)Cc2cccs2)[C@@H](O)[C@H](O)C1 returned KDM5B inhibitor 2.3%[86.2 µM].
For Fc1cc(CSc2nncn2C2CC2)c2ncccc2c1 the results were KDM5B inhibitor 26.8%.
`O=C(CN1C(=O)NC(c2ccccc2Cl)C2=C1COC2=O)NC1CCCC1` (stereo not drawn) gave KDM5B inhibitor 9.6%.
For C=CCc1c(O)ccc2oc(-c3ccccc3)cc(=O)c12 the results were KDM5B inhibitor -25.3%.
CN(C)C(=O)C1CC1c1ccc(Br)cc1 (stereo not drawn) was read as KDM5B inhibitor 19.4%.
CN1CC(CO)C2(CCN(Cc3ccc(Cl)cc3)CC2)C1 (stereo not drawn) was read as KDM5B inhibitor -11.7%.
For Cc1ccc(C(=O)COC(=O)CCCC(=O)Nc2cc(C(F)(F)F)ccc2Cl)cc1C the results were KDM5B inhibitor -15.1%.
Screening CCN1CCSc2ccc(C(=O)NCc3cccc(F)c3)cc21 returned KDM5B inhibitor inconclusive.
`O=C1NCCCCCCN(C(=O)Cc2ccccc2)[C@H]2C[C@H](c3nc(Cc4ccccc4)no3)C[C@@H]12` gave KDM5B inhibitor -16.5%.
For COc1cc(C(=O)N2CC(=O)Nc3ccc(C)cc3C2c2ccccc2)cc(OC)c1OC (stereo not drawn) the results were KDM5B inhibitor 1.9%.
For CCOC(=O)c1c(NC(=O)N2CCN(CC)CC2)sc(C)c1C the results were KDM5B inhibitor 4.8%.
`COc1cccc(C(=O)Nc2ccccc2-c2nc(-c3ccc(C)cc3)no2)c1` gave KDM5B inhibitor -28.5%.
COC(=O)CNC(=O)C12CC3CC(C)(CC(C)(C3)C1)C2 was read as KDM5B inhibitor 23.3%.
`Cc1ccc(C)c(N(C)C(=O)CCNC(=O)Cn2cnc3ccccc3c2=O)c1` gave KDM5B inhibitor 1.3%.
`Cc1c(C(=O)/C=C/N(C)C)nnn1-c1ccc(Cl)cc1Cl` gave KDM5B inhibitor -20.8%.
`O=C1N=c2ccccc2=C1c1sc(=S)n(-c2ccc(O)cc2)c1O` gave KDM5B inhibitor -26.4%.

Part of the list above in order of length of the SMILES, high to low.
`O=C1NCCCCCCN(C(=O)Cc2ccccc2)[C@H]2C[C@H](c3nc(Cc4ccccc4)no3)C[C@@H]12` gave KDM5B inhibitor -16.5%.
For Cc1ccc(C(=O)COC(=O)CCCC(=O)Nc2cc(C(F)(F)F)ccc2Cl)cc1C the results were KDM5B inhibitor -15.1%.
`Cc1ccc(C)c(N(C)C(=O)CCNC(=O)Cn2cnc3ccccc3c2=O)c1` gave KDM5B inhibitor 1.3%.
`O=C1N=c2ccccc2=C1c1sc(=S)n(-c2ccc(O)cc2)c1O` gave KDM5B inhibitor -26.4%.
`Cc1c(C(=O)/C=C/N(C)C)nnn1-c1ccc(Cl)cc1Cl` gave KDM5B inhibitor -20.8%.
For CCOC(=O)c1c(NC(=O)N2CCN(CC)CC2)sc(C)c1C the results were KDM5B inhibitor 4.8%.
Screening CCN1CCSc2ccc(C(=O)NCc3cccc(F)c3)cc21 returned KDM5B inhibitor inconclusive.

(listing goes on)
O=C(CCCC(=O)OCC(=O)c1ccc(Br)cc1)OCC(=O)c1ccc(Br)cc1 was read as KDM5B inhibitor -11.4%.
For Cc1ccc(N2CCN(c3ncnc4onc(-c5ccc(F)cc5)c34)CC2)c(C)c1 the results were KDM5B inhibitor -3.5%.
For O=C(NCc1nc2ccccc2[nH]1)c1ccc2n[nH]nc2c1 the results were KDM5B inhibitor -7.4%.
`Cc1cn2nc(C(=O)NCc3cccnc3)cc2c(=O)[nH]1` gave KDM5B inhibitor inconclusive.
COc1ccc(OC)c(NC(=O)CSc2nc3ccccc3nc2N2CCCCC2)c1 was read as KDM5B inhibitor inconclusive.
Screening N#Cc1nc(-c2ccco2)oc1N1CCN(CC(=O)N(c2ccccc2)C2CCS(=O)(=O)C2)CC1 (stereo not drawn) returned KDM5B inhibitor inconclusive.
Screening Cc1[nH]c2ccccc2c1C(=O)CN1C(=O)CC2(CCCCC2)C1=O returned KDM5B inhibitor -2.1%.
O=C(COC(=O)CSc1ccc([N+](=O)[O-])cc1)NCCC1=CCCCC1 was read as KDM5B inhibitor -3.5%.
Screening Cc1ccc(CCNC(=O)c2cc3c(s2)CSC3)cc1 returned KDM5B inhibitor 8.0%.
For CC(=O)NCCC1CCCCN1Cc1nc(C2(c3ccc(C)cc3)CCCC2)no1 (stereo not drawn) the results were KDM5B inhibitor inconclusive.
COc1cccc(NC(=O)C(=O)NCCc2csc3nc(-c4ccccc4C)nn23)c1 was read as KDM5B inhibitor -0.9%.
`C/C(=N\NC(N)=O)c1ccc(Cl)s1` gave KDM5B inhibitor -4.8%.
For Cc1cc(C2=NNC(=NC(C)C)SC2)c(C)n1C1CC1 the results were KDM5B inhibitor -21.5%.
`CCOc1ccc(-n2c(=O)c3c4c(sc3n(Cc3cc(=O)n5cc(Cl)ccc5n3)c2=O)CCC4)cc1` gave KDM5B inhibitor -18.6%.
Screening COc1cccc(C(=O)NCCc2nc(C3CC3)nn2Cc2ccccc2)c1 returned KDM5B inhibitor 18.0%.
COCCN1C(=O)CCc2cc(NC(=O)CCc3ccccc3)ccc21 was read as KDM5B inhibitor -7.0%.
Screening COc1cccc(CC(=O)N2CCC3(CC2)NC(=O)N(c2ccc(F)cc2)N3)c1 returned KDM5B inhibitor inconclusive.
For CN1CCCC2(CCN(c3nc4c(cc3C(N)=O)CCC4)C2)C1=O (stereo not drawn) the results were KDM5B inhibitor inconclusive.
Screening CCCc1noc(-c2cn(C3CCN(C(=O)c4cc(F)ccc4Cl)CC3)nn2)n1 returned KDM5B inhibitor -2.3%.
Screening CN(C)C(=O)C1CC(=O)OC12CCCCC2 (stereo not drawn) returned KDM5B inhibitor -13.9%.
Cc1cc(Cl)ccc1NC(=O)c1cccc(NC(=O)N2CCSc3ncccc32)c1 was read as KDM5B inhibitor inconclusive.
For COc1cccc(CNC(=O)C2CCCN(c3nn4cc(-c5ccc(C)cc5)nc4s3)C2)c1 (stereo not drawn) the results were KDM5B inhibitor -8.3%.
CCOc1ccc(C2c3c(oc4ccccc4c3=O)C(=O)N2c2nnc(C)s2)cc1OC (stereo not drawn) was read as KDM5B inhibitor 6.1%[11.5 µM].
Cc1c(C)n(-c2ccccc2)c2ncn(CC(=O)NCCc3ccc(Cl)cc3)c(=O)c12 was read as KDM5B inhibitor -0.7%.
Screening O=C(NCc1ccc(Cl)cc1)C1CCCN(C2CCN(C(=O)C3CC3)CC2)C1 (stereo not drawn) returned KDM5B inhibitor 6.9%.
CCCC(=O)NC1(C(F)(F)F)N=C(c2ccccc2)N(CCc2ccccc2)C1=O (stereo not drawn) was read as KDM5B inhibitor 0.7%.
Cc1onc(NC(=O)CSCC(=O)O)c1Br was read as KDM5B inhibitor 6.0%.
`Fc1ccc(/C=N/Nc2cc(C(F)(F)F)ccc2Cl)cc1` gave KDM5B inhibitor inconclusive.
`OCc1cccc(-c2ccc3ncc(Nc4ccnc(N5CCOCC5)c4)n3n2)c1` gave KDM5B inhibitor -4.7%[86.2 µM].
Cc1cc(NC(=O)CSc2nc(-c3cccc(F)c3)nc3c2c(=O)n(C)c(=O)n3C)no1 was read as KDM5B inhibitor -17.9%.
CC(c1ccccc1)N(C)CC(=O)NC1(C#N)CCCC1 (stereo not drawn) was read as KDM5B inhibitor 22.0%.
Screening Cn1c2ccccc2c2nnc(NN)nc21 returned KDM5B inhibitor inconclusive.
Screening CCn1c(=O)c2cc(C(=O)NCCC(C)C)sc2c2ccccc21 returned KDM5B inhibitor inconclusive.
Screening CNC(=O)[C@@H]1CCCC[C@@H]1C(=O)N1CCn2nc(Cc3ccccc3)cc2C1 returned KDM5B inhibitor 3.9%.
Screening CCC(=O)Nc1cc(-c2nnc(OC)c3ccccc23)ccc1N1CCOCC1 returned KDM5B inhibitor 18.3%.
Screening O=C([C@H]1C[C@H](Oc2ccccc2)CN1C(=O)c1cccc(F)c1)N1CCOCC1 returned KDM5B inhibitor -20.2%.
Screening CC(=O)c1cccc(NC(=O)CC2C=CCC2)c1 (stereo not drawn) returned KDM5B inhibitor 19.8%.
Screening COc1ccc(C(=O)COC(=O)COc2ccc(F)cc2Cl)cc1OC returned KDM5B inhibitor 13.2%.
Screening COC(=O)C1=C(C)N(C)C(C)=C(C(=O)OC)C1c1ccc(C)s1 returned KDM5B inhibitor inconclusive.
For Cc1cc(Nc2ccccc2)c2c([N+](=O)[O-])c(C)cc(C)c2n1 the results were KDM5B inhibitor -6.0%.
`COc1ccc(-n2c(C)nc3cc(C(=O)NC4CCCC4)ccc32)cc1` gave KDM5B inhibitor -6.7%.
CCOC(=O)c1cnc2c(C(=O)OCC)cnn2c1N was read as KDM5B inhibitor inconclusive.
Cc1csc2nc(CN3CCN(CC(=O)N(C)C)CC3)cc(=O)n12 was read as KDM5B inhibitor inconclusive.
Screening CCC1Oc2ccc(NC(=O)c3ccccc3)cc2CN(Cc2cc(F)cc(F)c2)C1=O (stereo not drawn) returned KDM5B inhibitor -17.1%.
`CCc1cccc(NC(=O)N2c3ccccc3CC2c2nc(CCOC)no2)c1` (stereo not drawn) gave KDM5B inhibitor -22.3%.
`S=C(NCCCCCCNC(=S)Nc1cccc(Cl)c1)Nc1cccc(Cl)c1` gave KDM5B inhibitor -2.2%.
`CCc1ccc(CN(C)CC(=O)Nc2ccc(C(F)(F)F)cc2)cc1` gave KDM5B inhibitor -3.0%.
Screening CNC(=O)[C@@H]1CN(C(=O)c2ccc(OC)c(F)c2)C[C@H]1COC returned KDM5B inhibitor 16.2%.
For CCOc1cccc(CN2CCCC(COc3ccccc3C(=O)N3CCCC3)C2)c1 (stereo not drawn) the results were KDM5B inhibitor 0.9%.
Screening Cc1ccsc1C(=O)NCc1ccccn1 returned KDM5B inhibitor 5.9%.
Screening COCCn1ncc(N2CCCC(CC(=O)Nc3cccc(Cl)c3)C2)cc1=O (stereo not drawn) returned KDM5B inhibitor -9.7%.
